# Assay outcomes as filed in PubChem.
# PrPC surface inh = inhibitors of human cell surface prion protein PrPC, primary screen, cell-based, TR-FRET; AID 720596, 2013; 370,000 tested, 0.43% active; Major prion protein (Homo sapiens), P04156; TR-FRET read-out; inhibition, % at 13.8 µM; in the data active = inhibition above about 24%; note: 0% = median of the test wells and 100% = reference compound wells
# GDH-TPI counter = GDH-TPI coupling enzyme inhibitors, primary screen, artefact control for M. tuberculosis FBA inhibitor project, biochemical, absorbance, full deck; GDH-TPI coupled enzyme counterscreen, NADH absorbance; inhibition, % at 4.8 µM; 360,000 tested, 1.2% active;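 note: 0% = DMSO wells and 100% = wells lacking the enzyme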
# BoNT F protease = BoNT/F light chain protease inhibitors, primary screen, biochemical, flow cytometry, MLPCN library; Multiplex microsphere protease cleavage assay; 360,000 tested, 0.22% active; inhibition, % at 10 µM; in the data active = inhibition above about 35%, passing the limit was not always enough; inconclusive = no clear call, values can overlap the other calls; note: plate controls were buffer without enzyme for full effect and enzyme alone for no effect
# CCHFV vOTU inh = CCHFV vOTU protease inhibitors, primary screen, biochemical, Pep-AMC substrate, fluorescence. 370,000 tested, 0.55% active. inhibition, % at 11.5 µM. Crimean-Congo hemorrhagic fever virus L polyprotein viral ovarian tumor (vOTU) protease …. AID 651958, 2012; note: 0% = vehicle wells with enzyme and 100% = no enzyme wells
# FadD28 binding = inhibitors of FadD28 bisubstrate probe binding, primary screen, biochemical, fluorescence polarization, single point. Mycobacterium tuberculosis FadD28 fatty-acid-AMP ligase. inhibition, % at 12.5 µM. 360,000 tested, 0.22% active. AID 588549, 2011; in the data active = inhibition above about 8.5%, passing the limit was not always enough; inconclusive = no clear call, values can overlap the other calls
# BoNT-A LC inh2 = BoNT/A light chain protease inhibitors, primary screen, biochemical, flow cytometry, MLPCN library; multiplex microsphere protease substrate cleavage; inhibition, % at 10 µM; 360,000 tested, 0.17% active; AID 588499, 2011; in the data active = inhibition above about 30%; inconclusive = no clear call, values can overlap the other calls; note: plate controls were buffer without enzyme for full effect and enzyme alone for no effect
# FBA Mtb inh = Mtb FBA enzyme inhibitors, primary screen, biochemical, fluorescence, strain H37Rv. Fructose-bisphosphate aldolase (Mycobacterium tuberculosis (strain ATCC 25618 / H37Rv)), …. purified M. tuberculosis FBA, fluorescence read-out. inhibition, % at 1 µM. 360,000 tested, 2.3% active; in the data active = inhibition above about 27%;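 note: 0% = vehicle and 100% = reference inhibitor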
# Target sequence (P9WQA3 whole entry, looked up): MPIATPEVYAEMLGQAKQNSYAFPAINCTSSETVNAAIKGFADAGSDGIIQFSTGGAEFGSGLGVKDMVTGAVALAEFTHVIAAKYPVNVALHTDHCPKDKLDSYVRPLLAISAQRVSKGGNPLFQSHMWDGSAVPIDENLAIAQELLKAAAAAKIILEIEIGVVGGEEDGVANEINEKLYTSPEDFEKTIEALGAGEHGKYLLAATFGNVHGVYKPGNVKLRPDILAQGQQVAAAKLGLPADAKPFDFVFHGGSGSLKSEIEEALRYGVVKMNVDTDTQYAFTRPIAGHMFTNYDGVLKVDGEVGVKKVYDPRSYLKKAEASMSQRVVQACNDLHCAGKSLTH
# BioA inh = M. tuberculosis BioA enzyme inhibitors, primary screen, biochemical, plate reader, single point, HTS | 7,8-diaminopelargonic acid synthase BioA (Mycobacterium tuberculosis) | purified M. tuberculosis BioA enzyme | inhibition, % at 9.99 µM | 360,000 tested, 0.096% active | AID 602481, 2012; in the data active = inhibition above about 40%; inconclusive = no clear call, values can overlap the other calls
# Mtb UGM inh = M. tuberculosis UGM enzyme inhibitors, primary screen, biochemical, fluorescence polarization, single point. UDP-galactopyranose mutase (Mycobacterium tuberculosis (strain ATCC 25618 / H37Rv)), …. purified UGM, fluorescence polarization probe displacement. inhibition, % at 10 µM. 320,000 tested, 0.06% active. AID 504406, 2011; in the data active = inhibition above about 10%, passing the limit was not always enough; inconclusive = no clear call, values can overlap the other calls
# Target sequence (P9WIQ1 whole entry, looked up): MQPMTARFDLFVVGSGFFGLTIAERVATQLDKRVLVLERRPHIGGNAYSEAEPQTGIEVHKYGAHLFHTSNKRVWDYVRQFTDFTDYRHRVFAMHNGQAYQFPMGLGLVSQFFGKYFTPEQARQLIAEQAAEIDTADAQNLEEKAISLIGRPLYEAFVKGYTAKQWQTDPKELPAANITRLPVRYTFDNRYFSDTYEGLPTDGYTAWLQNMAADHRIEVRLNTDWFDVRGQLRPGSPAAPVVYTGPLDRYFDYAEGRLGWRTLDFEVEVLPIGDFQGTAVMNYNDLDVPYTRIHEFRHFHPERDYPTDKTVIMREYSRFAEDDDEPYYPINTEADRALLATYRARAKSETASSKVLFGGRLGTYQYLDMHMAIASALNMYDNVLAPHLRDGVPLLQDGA
# An asterisk follows results filed as active; ? = inconclusive; . = no result given. Cut-off read from the data, not from the text of the source, unless noted: active = inhibition above about 30%; inactive = the rest. This is a random part of the collection; overall some 4.8% were active at least once.
# Keys: A = PrPC surface inh; B = GDH-TPI counter; C = BoNT F protease; D = CCHFV vOTU inh; E = FadD28 binding; F = BoNT-A LC inh2; G = FBA Mtb inh; H = BioA inh; I = Mtb UGM inh
N#Cc1nc(-c2ccccc2F)oc1NCCN1CCOCC1
  A: -6	B: 12	C: -1	D: -20	E: 1.9	F: -0.3	G: 36*	H: 0.4	I: 0.0

CCCCNC(=O)c1ccc(Cc2cn(C)c3ccccc23)nc1
  A: -11	B: 9	C: 1	D: 5	E: -2.5	F: 0.0	G: 1	H: 1.3	I: .

Fc1ccc(COc2ccc(C(=S)N3CCCC3)cc2)cc1
  A: 0	B: -2	C: ?	D: 6	E: -5.5	F: 0.6	G: 0	H: -1.3	I: 0.1

C/C(=N\O)c1ccn(S(=O)(=O)c2ccc(Cl)cc2)c1
  A: 6	B: 1	C: 2	D: -14	E: -3.9	F: -0.3	G: 2	H: 0.0	I: -4.8

Cn1cccc1/C=C1\SC(=Nc2ccc(O)cc2)NC1=O
  A: 3	B: 15	C: -3	D: 5	E: 0.1	F: -2.6	G: -2	H: .	I: -0.3

Cn1c(SCC(=O)Nc2cccnc2Cl)nnc1-c1ccco1
  A: 10	B: -2	C: -3	D: -8	E: -2.6	F: -0.2	G: 0	H: 8.3	I: -1.5

O=C(NC1(C(F)(F)F)N=C2SCCN2C1=O)c1ccccc1 (configuration not stated)
  A: 2	B: 19	C: -3	D: 0	E: 0.1	F: -1.5	G: 1	H: -1.2	I: 1.4

O=c1ccn([C@@H]2O[C@H](CNCc3ccccc3)[C@@H](O)[C@H]2O)c(=O)[nH]1
  A: 5	B: .	C: -20	D: 4	E: -2.4	F: -2.3	G: -2	H: -0.6	I: .

Cc1cccc(NC(=O)C2Cc3ccccc3O/C2=N\O)c1 (configuration not stated)
  A: 9	B: -1	C: -6	D: -16	E: -3.9	F: -1.5	G: -6	H: 0.1	I: 0.3

CSc1ncccc1C(=O)OCc1cccc([N+](=O)[O-])c1
  A: -8	B: 0	C: -8	D: 13	E: -0.8	F: -0.4	G: 1	H: -1.0	I: 0.5

C#Cc1ccc([C@@H]2C=C(C(=O)N3CCN(Cc4ccc5c(c4)OCO5)CC3)O[C@H](OCC)[C@H]2CCCO)cc1
  A: -1	B: 10	C: -8	D: 7	E: -3.0	F: -0.6	G: 6	H: -0.6	I: 3.0

CCOC(=O)C1(Cc2ccc(Cl)cc2)CCN(Cc2cnc(N)nc2)CC1
  A: -6	B: -4	C: -11	D: -5	E: -3.3	F: -1.7	G: -3	H: .	I: -0.8

COC(=O)[C@@H]1C[C@]2(Br)c3ccccc3N(S(=O)(=O)c3ccccc3)[C@@H]2N1C(=O)OC
  A: -5	B: 8	C: 3	D: 10	E: -2.8	F: 0.3	G: 3	H: -1.4	I: 0.8

COC(=O)C1=CN(C2CCCCC2)C=C(C(=O)OC)C1c1ccc2c(c1)OCO2
  A: 2	B: 17	C: -1	D: -1	E: -4.7	F: 0.5	G: 9	H: -0.8	I: -1.8

CCCCCC(=O)OC(CN1CCCCC1)CN1CCCC1=O (configuration not stated)
  A: -3	B: -3	C: -12	D: 10	E: -3.3	F: -0.1	G: 0	H: 16	I: -3.2

COc1ccc(C2=C(c3ccccc3)OC(OC)c3cc(F)ccc32)cn1 (configuration not stated)
  A: 4	B: .	C: 4	D: 1	E: .	F: -0.1	G: .	H: .	I: .

CCc1nnc(NC(=O)[C@@H](NC(=O)c2cc(OC)cc(OC)c2)C(C)C)s1
  A: -10	B: 6	C: 0	D: -20	E: -20	F: -0.8	G: 2	H: .	I: -0.9

CC(OC(=O)c1ccccc1NS(=O)(=O)c1cccc(N)c1)C(=O)N(C)Cc1ccccc1 (configuration not stated)
  A: 1	B: 12	C: -13	D: 2	E: -2.4	F: -2.7	G: 0	H: -0.4	I: 0.0

O=C(COC(=O)CNC(=O)c1sc2ccccc2c1Cl)Nc1c(Cl)cc(Cl)cc1Cl
  A: -4	B: 1	C: -7	D: 3	E: 0.4	F: -1.4	G: 5	H: -5.9	I: -1.4

CSc1ccccc1NC(=O)CN(C)CC(=O)Nc1ccccc1C(F)(F)F
  A: -5	B: 4	C: 0	D: 3	E: -2.5	F: -0.4	G: 2	H: 4.1	I: 0.0

CCOc1ncccc1C(=O)N(CC)CC(=O)NCc1ccc(F)cc1
  A: -4	B: -2	C: 8	D: -3	E: -0.5	F: 0.4	G: -1	H: -0.4	I: 0.3

CNC(=O)CSc1nnc(COc2ccc([N+](=O)[O-])cc2)n1C
  A: -4	B: 11	C: -7	D: -9	E: -0.1	F: -1.7	G: 0	H: 0.5	I: 0.2

COc1cccc(OC(=O)c2ccccc2)c1OC(=O)c1ccccc1
  A: 0	B: 15	C: -6	D: 1	E: 0.1	F: -0.3	G: 1	H: -0.4	I: .

NC(=O)c1ncn([C@@H]2O[C@H](CNCc3cnc(N4CCOCC4)s3)[C@@H](O)[C@H]2O)n1
  A: -2	B: 1	C: -11	D: 2	E: -1.1	F: -0.7	G: 8	H: -2.2	I: .

O=C(COC(=O)c1ccco1)c1ccc(S(=O)(=O)N2CCCCC2)cc1
  A: 8	B: 4	C: 8	D: 7	E: -1.1	F: 1.3	G: -1	H: -0.3	I: 1.4

CC(C)(C)OC(=O)C[C@H]1C/C=C\C[C@@H](CC(=O)NCCO)C(=O)N[C@H](C(C)(C)C)COC1=O
  A: 9	B: -5	C: 5	D: 4	E: -3.0	F: 0.1	G: -1	H: -0.9	I: .

O=C(COC(=O)C12CC3CC(CC(C3)C1)C2)Nc1ccccc1F
  A: 0	B: 5	C: -7	D: 5	E: -1.5	F: -0.8	G: -1	H: 0.9	I: 0.1

CC(=O)OCC1OC(n2cc(F)c(=O)[nH]c2=O)C(OC(C)=O)C1OC(C)=O (configuration not stated)
  A: -6	B: -10	C: ?	D: 2	E: -4.2	F: -0.6	G: -1	H: 2.0	I: 0.2

CC(C)(C)OC(=O)N1CCN(CCNC(=O)c2ccccc2)CC1
  A: 1	B: 8	C: -9	D: 10	E: 2.1	F: -1.8	G: 0	H: -1.1	I: -1.2

O=C(NNS(=O)(=O)c1ccccc1[N+](=O)[O-])c1ccncc1
  A: -3	B: 0	C: 1	D: -21	E: -2.6	F: -0.3	G: 1	H: .	I: -0.9

# Part of the list above in a different format.
mol,PrPC surface inh,GDH-TPI counter,BoNT F protease,CCHFV vOTU inh,FadD28 binding,BoNT-A LC inh2,FBA Mtb inh,BioA inh,Mtb UGM inh
CSc1ccccc1NC(=O)CN(C)CC(=O)Nc1ccccc1C(F)(F)F,-5,4,0,3,-2.5,-0.4,2,4.1,0.0
CCOc1ncccc1C(=O)N(CC)CC(=O)NCc1ccc(F)cc1,-4,-2,8,-3,-0.5,0.4,-1,-0.4,0.3
CNC(=O)CSc1nnc(COc2ccc([N+](=O)[O-])cc2)n1C,-4,11,-7,-9,-0.1,-1.7,0,0.5,0.2
COc1cccc(OC(=O)c2ccccc2)c1OC(=O)c1ccccc1,0,15,-6,1,0.1,-0.3,1,-0.4,.
NC(=O)c1ncn([C@@H]2O[C@H](CNCc3cnc(N4CCOCC4)s3)[C@@H](O)[C@H]2O)n1,-2,1,-11,2,-1.1,-0.7,8,-2.2,.
O=C(COC(=O)c1ccco1)c1ccc(S(=O)(=O)N2CCCCC2)cc1,8,4,8,7,-1.1,1.3,-1,-0.3,1.4
CC(C)(C)OC(=O)C[C@H]1C/C=C\C[C@@H](CC(=O)NCCO)C(=O)N[C@H](C(C)(C)C)COC1=O,9,-5,5,4,-3.0,0.1,-1,-0.9,.
O=C(COC(=O)C12CC3CC(CC(C3)C1)C2)Nc1ccccc1F,0,5,-7,5,-1.5,-0.8,-1,0.9,0.1

# (next part)
# Keys: A = PrPC surface inh; B = GDH-TPI counter; C = BoNT F protease; D = CCHFV vOTU inh; E = FadD28 binding; F = BoNT-A LC inh2; G = FBA Mtb inh; H = BioA inh; I = Mtb UGM inh
CC1CCN(S(=O)(=O)c2cccc(C(=O)NC3CCS(=O)(=O)C3)c2)CC1 (configuration not stated)
  A: 8	B: 2	C: -2	D: -2	E: -1.0	F: -0.7	G: -1	H: 0.0	I: .

CCCCC(c1nnnn1CS(=O)(=O)c1ccc(C)cc1)N1CCN(C)CC1 (configuration not stated)
  A: 2	B: -9	C: -4	D: 1	E: -6.2	F: -1.4	G: 7	H: .	I: 2.1

O=C(NCCn1cccn1)c1ccc(OC2CCN(CCc3ccccc3)CC2)cc1
  A: -4	B: 7	C: -4	D: -7	E: -2.3	F: -0.7	G: -2	H: -2.0	I: 0.6

COc1cccc(N2C(=O)c3ccncc3C2=O)c1
  A: 2	B: 2	C: -14	D: 1	E: 0.2	F: 0.5	G: 3	H: 0.3	I: 0.1

COc1ccc(C2CC(c3ccccc3O)=NN2c2ccccc2)cc1 (configuration not stated)
  A: -3	B: 6	C: -9	D: -7	E: -1.7	F: 0.9	G: 4	H: .	I: 2.5

O=C(c1ccc(F)cc1)N1CCC(C(=O)N2CCN(S(=O)(=O)c3cccc(F)c3)CC2)CC1
  A: 1	B: 12	C: -3	D: -11	E: -0.3	F: 0.2	G: 4	H: -1.1	I: 1.2

Cc1ccc(C(=O)CNc2ccc(Cl)cc2)cc1
  A: 7	B: 2	C: -4	D: -4	E: -2.0	F: -1.0	G: 2	H: 0.4	I: -1.9

OC[C@@H]1CN(Cc2ccccc2)C[C@H](n2cnc3c(NCc4ccncc4)ncnc32)O1
  A: -3	B: 11	C: -7	D: 0	E: -0.7	F: 0.4	G: 3	H: 0.5	I: .

Cc1ccc(Nc2cc(C)c3ccc(O)cc3n2)cc1C
  A: 5	B: 4	C: -9	D: 7	E: -3.6	F: -2.3	G: 13	H: -1.3	I: 1.3

Cc1nnc(SCC(=O)NC2CCCCC2)n1N
  A: 1	B: -8	C: -12	D: 0	E: .	F: -0.3	G: 2	H: 1.0	I: .

O=c1c2ccc(Cl)cc2[nH]c(=S)n1CCC1=CCCCC1
  A: 3	B: -3	C: -7	D: -12	E: 1.1	F: -0.4	G: 2	H: .	I: -0.7

CN(C)c1cccc(N(C)C)c1CNC(=O)NC(=O)c1c(F)cccc1F
  A: 4	B: 3	C: 2	D: 7	E: -0.5	F: 0.5	G: 2	H: -1.2	I: 0.8

CCOc1ncccc1C(=O)Nc1ccccc1F
  A: -6	B: 19	C: -9	D: -2	E: -1.7	F: 1.4	G: -2	H: -0.1	I: 1.3

Cc1ccccc1OCCSc1nnc(-c2ccncc2)n1C
  A: 15	B: 3	C: 11	D: 21	E: -2.3	F: 8.6	G: -1	H: 0.7	I: -2.7

O=C(N/N=C/c1cccc(NC(=O)c2ccc(Cl)cc2)c1)c1ccc(O)cc1
  A: 10	B: 7	C: -1	D: 5	E: -1.5	F: -1.1	G: -4	H: .	I: -1.4

COc1ccc(CNCc2ccc3ccccc3c2)c(OC)c1
  A: -6	B: 0	C: 1	D: -3	E: -0.4	F: 4.4	G: 1	H: 3.8	I: -3.0

Clc1ccc(-c2ccc(C=Nc3ccc(N4CCOCC4)cc3)o2)cc1
  A: -13	B: 32*	C: -8	D: 17	E: -1.5	F: -0.3	G: -4	H: -1.2	I: 2.8

O=C(Nc1cccc(-c2nc3ccccc3[nH]2)c1)c1ccc(C(=O)Nc2cccc(-c3nc4ccccc4[nH]3)c2)cc1
  A: 10	B: 28	C: -7	D: -1	E: -2.0	F: 7.4	G: 13	H: -0.8	I: -2.3
